S100A4 MyoIIA – blocks human S100A4 binding to myosin IIA peptide. P26447. S100A4/TAMRA-MyoIIA peptide fluorescence polarization. inhibition, % at 10.7 µM. 360,000 compounds, 0.14% hits. AID 652163;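 active means mean inhibition of at least 70% across replicates, with every replicate also reaching that level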
Target sequence (P26447 whole entry, looked up): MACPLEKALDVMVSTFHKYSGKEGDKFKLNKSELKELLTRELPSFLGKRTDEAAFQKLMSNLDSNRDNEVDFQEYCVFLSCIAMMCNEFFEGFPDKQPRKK
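assay system = human S100A4 monomer with TAMRA-labelled myosin IIA peptide | also added = labelled myosin peptide probe, 5 nM | incubation = 5 min between mix addition and reading | control set = DMSO and TFP controls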
PAX8 inh HTS – lowers PAX8-driven luciferase in RMG-I cells | RMG-I TPO-luciferase reporter, SteadyGlo, 24 h | inhibition, % at 12.6 µM | 360,000 compounds, 1.2% hits;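 active means mean replicate inhibition at least 60% with every replicate also reaching 60%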;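 further: luciferase light reporting Pax8 driven TPO promoter activity; plate controls were median of neutral control wells for no effect and mitoxantrone controls for full effect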
LGR2 inh – blocks bursicon-induced cAMP signaling via Drosophila LGR2; AID 720647; inhibition, % at 9.99 µM; HEK293 LGR2, CRE-luciferase, bursicon-stimulated, 4 h; 380,000 compounds, 0.35% hits;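 active means drop in luminescence signal, shown as inhibition above about 50% in the replicate tests, limit read from the data, passing the limit was not always enough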;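 further: agonist challenge used bursicon conditioned medium at about half maximal strength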
EWS-Fli inh – inhibitors of EWS/Fli oncoprotein transcriptional activity. A673 NR0B1-luciferase reporter, viability-normalised. inhibition, % at 12.6 µM. 350,000 compounds, 0.67% hits;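 active means mean inhibition of at least 50% after viability correction, with every replicate also passing that limit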;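 further: firefly luciferase signal divided by Alamar Blue viability fluorescence both relative to DMSO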
ERAP1 HTS inh – inhibitors of human ERAP1 aminopeptidase; inhibition, % at 10.7 µM; AID 652197; 340,000 compounds, 0.15% hits; Q9NZ08; recombinant ERAP1, Leu-AMC fluorescence, 60 min;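 active means mean replicate inhibition of at least 30%, or all replicates individually reaching that 30% level; inactive means mean below 30% and not every replicate reaching it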;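 further: 0% = neutral control wells and 100% = L-leucinethiol positive control wells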
Target sequence (Q9NZ08 whole entry, looked up): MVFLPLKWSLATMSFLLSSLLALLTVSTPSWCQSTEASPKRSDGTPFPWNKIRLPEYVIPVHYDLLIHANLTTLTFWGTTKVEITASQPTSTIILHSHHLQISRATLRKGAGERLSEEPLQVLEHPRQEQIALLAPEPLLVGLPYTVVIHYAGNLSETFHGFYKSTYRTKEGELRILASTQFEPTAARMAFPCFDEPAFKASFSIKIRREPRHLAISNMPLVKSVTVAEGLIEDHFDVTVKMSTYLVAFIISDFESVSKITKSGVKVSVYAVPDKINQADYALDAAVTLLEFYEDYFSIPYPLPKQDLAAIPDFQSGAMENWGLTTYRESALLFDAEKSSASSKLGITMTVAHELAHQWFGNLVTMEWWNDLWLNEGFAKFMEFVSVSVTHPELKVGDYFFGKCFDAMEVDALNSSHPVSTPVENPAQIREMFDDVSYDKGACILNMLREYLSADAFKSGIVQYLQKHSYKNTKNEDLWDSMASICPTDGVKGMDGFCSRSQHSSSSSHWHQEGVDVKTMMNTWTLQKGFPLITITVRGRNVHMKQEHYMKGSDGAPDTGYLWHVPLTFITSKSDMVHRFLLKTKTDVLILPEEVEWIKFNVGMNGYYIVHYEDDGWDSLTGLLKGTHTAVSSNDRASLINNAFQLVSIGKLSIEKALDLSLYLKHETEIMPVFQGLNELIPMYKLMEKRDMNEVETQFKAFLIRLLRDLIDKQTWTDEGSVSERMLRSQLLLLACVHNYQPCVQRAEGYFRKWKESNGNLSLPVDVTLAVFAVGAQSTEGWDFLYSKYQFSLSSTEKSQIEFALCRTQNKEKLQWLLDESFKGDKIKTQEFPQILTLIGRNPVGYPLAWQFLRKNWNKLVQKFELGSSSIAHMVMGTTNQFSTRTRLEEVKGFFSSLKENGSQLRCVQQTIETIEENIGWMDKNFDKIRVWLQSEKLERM
PGC1a acetyl inh – lowers PGC1a acetylation signal in U2OS cells | AlphaScreen anti-acetyl-lysine; with virally co-expressed GCN5 acetyltransferase | inhibition, % at 15.6 µM | 350,000 compounds, 0.17% hits | AID 651687;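 active means every replicate shows inhibition of at least 40%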;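 further: 0% = neutral control wells and 100% = positive control wells; some results beyond the cut were filed as inactive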
PglD DTNB – blocks C. jejuni PglD acetyltransferase activity | inhibition, % at 12.5 µM | purified PglD enzyme, DTNB colorimetric CoA detection | 360,000 compounds, 0.098% hits; in the data active means inhibition above about 16%, passing the limit was not always enough; further: strong numbers were not always called active
FN deposition inh – fibronectin deposition inhibition; inhibition, % at 12.6 µM; AID 743247; AH1F fibroblasts, Alexa488-fibronectin deposition fluorescence, overnight; 350,000 compounds, 0.086% hits;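 active means mean inhibition across replicates of 30% or more, regardless of how many single replicates reach that level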;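 further: positive control wells lacked labelled fibronectin entirely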
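Assay system: AH1F fibroblasts assembling fluorescent fibronectin matrix; Amount: 10000 AH1F cells per well; Buffer or medium: DMEM, 2% serum; Probe or stimulus: Alexa488-fibronectin, 24 nM final in well; Doses: single compound dose, delivered by pin transfer; Incubation: 1 h adhesion, overnight exposure; Measured by: fluorescence 485/525 nm; Read-out: fibronectin deposition inhibition.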
Numbers without * were called inactive; · = no result given.

SMILES | S100A4 MyoIIA | PAX8 inh HTS | LGR2 inh | EWS-Fli inh | ERAP1 HTS inh | PGC1a acetyl inh | PglD DTNB | FN deposition inh
O=C(NC(=S)Nc1ccccc1Br)c1ccc2c(c1)OCO2 | -1 | -104 | -64 | -84 | -2 | 8 | -7 | -5
c1ccc(Oc2nc(-c3cccnc3)nc3ccccc23)cc1 | -1 | 19 | 0 | 18 | -1 | -4 | 1 | 2
CC(C)NC(=O)Nc1ccc2c(c1)CC(=O)N([C@@H](C)CO)C[C@H](C)[C@@H](CN(C)C(=O)NC(C)C)O2 | -30 | -14 | -7 | -4 | 0 | -5 | 4 | ·
Cc1cccn2cc(COc3ccc(-c4ccccc4)cc3)nc12 | 9 | -51 | -79 | -84 | 0 | 4 | · | 11
C[C@@H]1CCCCO[C@@H](CN(C)C(=O)Nc2ccc3c(c2)OCO3)[C@@H](C)CN([C@@H](C)CO)C(=O)c2cc(NC(=O)C3CCCCC3)ccc2O1 | 7 | · | 13 | -6 | 3 | 14 | -2 | ·
C[C@H](O)C#Cc1cnc2c(c1)C(=O)N([C@H](C)CO)C[C@@H](C)[C@H](CN(C)C(=O)Nc1ccc(F)cc1)O2 | -4 | · | 0 | 2 | 0 | 10 | -5 | -1
Nc1c(Cl)cc(-c2[nH]c3cc(C(=O)NCCO)ccc3c(=O)c2O)cc1Cl | -1 | 6 | 4 | -6 | · | · | 0 | 0
C[C@@H]1CN([C@H](C)CO)C(=O)c2cccc(N(C)C)c2O[C@H]1CN(C)S(=O)(=O)c1ccc(Cl)cc1 | -5 | -3 | 12 | 0 | 0 | 10 | 3 | ·
COc1ccccc1NC(=O)N1C[C@@H]2[C@H](c3ccccc31)[C@H](CO)N2C(=O)c1ccccc1 | -7 | -3 | -9 | 0 | 1 | 0 | -1 | ·
COCC(=O)N1CC(=O)N2[C@H](CO)[C@H](c3ccc(Br)cc3)[C@@H]2C1 | -11 | -34 | -5 | 2 | -3 | 8 | · | ·
Cc1nn(-c2ccccc2)c(Cl)c1/C=C(\C#N)C(=O)NC(C)C | -4 | -7 | 5 | 10 | 13 | · | · | -22
COCC1CC(c2ccccc2)OC(c2ccc(NC(=O)CCCCCCC(=O)O)cc2)O1 (stereo unspecified) | -4 | -1 | · | -9 | 1 | -3 | -6 | ·
O=C(NC1CCCC1)C(c1ccco1)N(C(=O)c1csnn1)c1ccccc1 (stereo unspecified) | -14 | 6 | 1 | -7 | -1 | · | -1 | 7
CCc1ccccc1N(C(=O)c1snc(C(N)=O)c1N)C(C(=O)NCC1CCCO1)c1c[nH]c2ccccc12 (stereo unspecified) | -4 | 26 | 15 | 26 | 0 | · | 1 | 7
Cc1cccc(NC(=O)COC(=O)CN2C(=O)c3ccccc3C2=O)c1C | 2 | -7 | 9 | -11 | -1 | 1 | 3 | -5
CCOC(=O)CC1C(=O)NCCN1C(=S)NC(=O)c1ccccc1OC (stereo unspecified) | -4 | 14 | 3 | 6 | 0 | -5 | 4 | 3
COc1ccc(N2CCN(C(=O)c3cc(-c4ccc(F)cc4)[nH]c3C)CC2)cc1 | -31 | 30 | -15 | 15 | 1 | 9 | 1 | -3
C[C@H]1CN([C@@H](C)CO)C(=O)c2cc(/C=C/c3ccccc3)cnc2O[C@@H]1CN(C)Cc1ccccc1 | 0 | · | -9 | 14 | 2 | -19 | 0 | -3
CO[C@@H]1CN(C)C(=O)c2ccc(NC(=O)c3cccc(F)c3)cc2OC[C@H](C)NC[C@H]1C | -7 | · | -8 | 1 | -2 | 0 | 0 | -1
O=C1C2CCCN2C(c2ccccc2)N1c1ccc(Cl)cc1 (stereo unspecified) | · | -19 | · | · | · | 1 | -2 | 3
CNC[C@@H]1Oc2ccc(NC(=O)Nc3ccc(C(F)(F)F)cc3)cc2C(=O)N([C@@H](C)CO)C[C@@H]1C | 4 | -3 | -5 | 8 | 3 | 17 | -4 | ·
OCCC1CN(Cc2nc(-c3ccccc3)cs2)CCN1CCc1ccccc1 (stereo unspecified) | 3 | -3 | -6 | 16 | -7 | · | · | -8
Cc1ccc(C(=O)C[n+]2cccc3ccccc32)cc1 | · | 20 | · | · | · | 13 | -5 | -7
COc1ccccc1CNC(=O)C[C@H]1C[C@H]2c3cc(N(C)C)ccc3O[C@H]2[C@@H](CO)O1 | -5 | 6 | -8 | -7 | -2 | -3 | 2 | -19
COc1ccc(C(=O)Nc2ccccc2C(=O)NC2CC2)c(OC)c1OC | -2 | 3 | -1 | -3 | 0 | -2 | -4 | ·

Later entries.
SMILES | S100A4 MyoIIA | PAX8 inh HTS | LGR2 inh | EWS-Fli inh | ERAP1 HTS inh | PGC1a acetyl inh | PglD DTNB | FN deposition inh
CCCNC1=CC(=O)CC(C)(C)C1 | -7 | 24 | · | -5 | 13 | · | · | -3
C#CCOCCOCCOCCNc1nc(N2CCN(C(=O)[C@H](CCC(=O)O)n3cc(C(N)CO)nn3)CC2)nc(N2CCN(C(=O)[C@H](Cc3ccc(O)cc3)n3cc(C(N)[C@H](C)CC)nn3)CC2)n1 (stereo partly specified) | -9 | 9 | -13 | -4 | -12 | · | · | -14
CN(C(=O)c1ccc(F)cc1)c1ccc(OCC(=O)Nc2ccccc2C(=O)O)cc1 | 5 | 9 | 3 | 10 | -1 | 5 | 0 | -1
C=CCOc1ccc(CNCc2cccnc2)cc1OCC | 2 | 13 | 9 | 4 | -2 | 7 | 6 | 2
COc1ccc(C(C)NC(=O)C2CCCC2)cc1OC (stereo unspecified) | 2 | 5 | 6 | 4 | -3 | -3 | 6 | -2
C[C@H](CO)N1C[C@H](C)[C@@H](CN(C)CC2CCCCC2)OCCCC[C@H](C)Oc2ccc(NC(=O)NC3CCCCC3)cc2C1=O | · | 17 | 12 | 6 | · | -5 | -6 | -7
CC1Cc2ccccc2N1C(=O)COC(=O)/C=C/c1cccc(F)c1 (stereo unspecified) | 7 | -5 | 19 | 3 | 6 | · | -6 | 4
O=C(c1ccncc1)N1N=C(c2ccc(Cl)cc2)CC1c1ccccc1O (stereo unspecified) | -20 | -108 | -67 | -84 | -5 | -13 | -7 | 1
O=C(CC1CC1)N1[C@@H](CO)[C@H](c2ccccc2)C12CN(S(=O)(=O)c1ccccc1)C2 | 10 | 5 | 2 | 0 | 1 | -5 | · | ·
CN1c2ccsc2/C(=N/Nc2ccccc2)CS1(=O)=O | -3 | -7 | -43 | -120 | -1 | · | -4 | ·
CCC1CCCCN1S(=O)(=O)c1ccc(NC(=O)C2CCCO2)cc1 (stereo unspecified) | -4 | -1 | -3 | -1 | -1 | · | 0 | -2
CC(C)c1cc(C(=O)N/N=C/c2ccco2)n[nH]1 | -4 | -65 | -22 | -54 | 7 | 1 | -6 | 1
CC(=O)c1ccc(NC(=O)CSc2nnc(Cn3c(=O)sc4ccccc43)n2C)cc1 | -6 | 8 | 15 | -3 | 1 | 5 | -3 | -26
CCCNC(=O)C1(C)CCCN(C(=O)COc2ccc(C(C)(C)C)cc2)C1 (stereo unspecified) | -7 | 7 | · | -7 | 3 | · | 2 | -4
CN1c2ccc(Br)cc2[C@@H]2[C@@H](CCN2C(=O)c2ccc(F)cc2)[C@H]1CO | -4 | -2 | 2 | 1 | -3 | 17 | 1 | 0
Cc1ccsc1CNC(=O)C1(C)CCN1C(=O)C(C)C (stereo unspecified) | 3 | -15 | -11 | -10 | -2 | -18 | -3 | 13
O=C(CN1C(=O)NC2(CCCC2)C1=O)Nc1nc2c(F)cc(F)cc2s1 | -5 | -9 | -12 | -7 | 0 | -6 | 1 | ·
COc1ccc(NC(=S)N(Cc2ccccn2)Cc2ccccc2Cl)cc1 | -4 | -3 | 12 | 2 | 0 | · | 3 | ·
COc1ccccc1CNC(=O)C[C@H]1CC[C@@H]2[C@H](COC[C@@H](O)CN2Cc2ccccc2)O1 | 3 | · | 0 | · | 3 | -2 | 0 | 3
CC(=O)Nc1ccc(NC(=O)c2ccc(COc3ccc(C)cc3)o2)cc1 | 0 | -161 | -25 | 2 | 0 | -2 | 7 | -7
O=C(Nc1ccc(F)cc1)C(c1cc2ccccc2o1)N1CCN(c2cccc(C(F)(F)F)n2)CC1 (stereo unspecified) | -2 | -10 | -8 | 19 | 0 | · | · | -15
O=C(OCC(=O)N(Cc1ccccc1)Cc1ccccc1)c1ccccc1O | -3 | -16 | -7 | -3 | -2 | · | -4 | -1
O=C(C1=C[C@H](c2csc3ccccc23)C[C@H](OCc2ccc(CO)cc2)O1)N1CCCCCCC1 | 1 | 14 | 8 | -5 | 6 | · | · | -3
Cc1ccc(N(C(=O)c2snc(C(N)=O)c2N)C(C(=O)NCC2CCCO2)c2c[nH]c3ccccc23)cc1 (stereo unspecified) | -19 | 28 | 4 | 11 | -1 | · | · | 0
CC(C)n1cc(CN2CCCC(CO)(Cc3cccc(Cl)c3)C2)cn1 (stereo unspecified) | 7 | 2 | -5 | 6 | 3 | 1 | 5 | 2

Whole records, looked up by structure:
Listed for COCC1CC(c2ccccc2)OC(c2ccc(NC(=O)CCCCCCC(=O)O)cc2)O1 (stereo unspecified) → S100A4 MyoIIA = -4; PAX8 inh HTS = -1; LGR2 inh = ·; EWS-Fli inh = -9; ERAP1 HTS inh = 1; PGC1a acetyl inh = -3; PglD DTNB = -6; FN deposition inh = ·
Listed for O=C(c1ccncc1)N1N=C(c2ccc(Cl)cc2)CC1c1ccccc1O (stereo unspecified) → S100A4 MyoIIA = -20; PAX8 inh HTS = -108; LGR2 inh = -67; EWS-Fli inh = -84; ERAP1 HTS inh = -5; PGC1a acetyl inh = -13; PglD DTNB = -7; FN deposition inh = 1

Going on with the list:
SMILES | S100A4 MyoIIA | PAX8 inh HTS | LGR2 inh | EWS-Fli inh | ERAP1 HTS inh | PGC1a acetyl inh | PglD DTNB | FN deposition inh
COc1cc(OC)cc(OC(=O)C2CCN(C(=O)c3ccc(Cl)cc3)CC2)c1 | -14 | 3 | 4 | 2 | 0 | -7 | 5 | ·
O=C(Nc1ccc(N2CCOCC2)cc1)c1csc([C@@H]2C[C@H](O)[C@@H](CO)O2)n1 | -4 | -31 | -11 | -30 | -7 | · | -1 | 5
Cc1ccc(-n2cccc2C(=S)N=P(N(C)C)(N(C)C)N(C)C)cc1 | · | · | 16 | · | · | 85* | 0 | 6
Cc1ccc(C(=O)Nc2ccccn2)cc1S(=O)(=O)N1CCOCC1 | -11 | -13 | 7 | -14 | 4 | -3 | -5 | -1
O=C(C1CCCCC1)N1C[C@H](O)[C@@H](n2cc(C3CC3)nn2)C[C@@H]1c1ccccc1 | -1 | 13 | -6 | -18 | -4 | 13 | 5 | -7
O=C(CNC(=S)N(CCCN1CCOCC1)Cc1cccs1)NC1CCCCC1 | -3 | -10 | 4 | -2 | 1 | -15 | · | ·
Cc1ccccc1NC(=O)C(C)SCc1ccccc1 (stereo unspecified) | 3 | -6 | -4 | -5 | 4 | 7 | -2 | 1
Cc1ccc(C(=O)N2CCN(S(=O)(=O)N3CCOCC3)CC2)cc1 | 9 | -4 | · | 3 | 0 | -14 | · | 5
COc1ccc(NC(=O)N[C@H]2CC[C@@H](CCNC(=O)Cc3ccncc3)O[C@H]2CO)cc1 | -29 | -9 | -5 | 0 | 2 | 0 | -2 | 4
CN(CCO)C(=O)c1ccc(-c2nn(C)c(=O)c3ccccc23)cc1 | 0 | 2 | 7 | -7 | -1 | 4 | · | 2
CC/S(CC1CC1(Cl)Cl)=N\S(=O)(=O)c1ccc(C)cc1 (stereo unspecified) | · | · | 14 | · | · | -36 | 4 | -4

Shown as a hit in PGC1a acetyl inh, of those listed so far:
Structure | S100A4 MyoIIA | LGR2 inh | ERAP1 HTS inh | PGC1a acetyl inh | PglD DTNB
Cc1ccc(-n2cccc2C(=S)N=P(N(C)C)(N(C)C)N(C)C)cc1 | · | 16 | · | 85* | 0

Screening data: PubChem, Broad Institute
